Compound activity: PubChem, National Center for Advancing Translational Sciences (NCATS)
PTHR1 ag – PTHR1 (human) receptor agonism; Q03431; AID 743266; HEK293 GP2 PTHR1 cells, GloSensor cAMP luminescence, 1 h; Potency, µM (highest dose often 115 µM), inactives show at the top dose activation, usual class: activators; 410,000 compounds, 0.075% hits; further: potency means the concentration at half of the fitted maximal effect; nearly all actives have a fitted effect of over 55% in size; some results filed as inactive show a strong effect at the top dose; inactives centre near -15; many of its hits are not listed in these tables
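HEK-293-derived GP2 cells expressing PTHR1 and a GloSensor cAMP reporter, 3,000/well, plated overnight, given luciferin plus IBMX (each 0.5 mM as added) for 1 h at 37 °C, then compound for 1 h at 37 °C. Luminescence was read after 15 min at room temperature.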
HEK293 tox – cytotoxicity counter-screen for GLP-1 receptor inverse agonists | HEK293 cAMP-luciferase reporter cells, luminescence, 24 h | Potency, µM (top dose mostly 38.3 µM), without a hit: at the highest dose activity change, negative = inhibition, actives largely listed as inhibitors | 410,000 compounds, 0.13% hits;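 further: loss of luciferase light is scored as toxicity; potency means the concentration at half of the fitted maximal effect; on the % scale 0 is the no-effect control and ±100 the full control effect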
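1536-well qHTS counterscreen of the MLSMR; 200 cells/uL, 12 h pre-incubation, 23 nL cpd, 24 h at 37 deg C 5% CO2, luciferase detection reagent, 12 min RT, luminescence. Inhibition = undesired.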
DRD3 agonist – D3 dopamine receptor (human) agonism | P35462 | D3R DiscoveRx beta-arrestin cells, luminescence, 90 min | max activation, % | 410,000 compounds, 0.58% hits; in the data active means max activation above about 30%; further: 0% is about no effect; mostly tested at two doses, the higher about 12 µM
Target sequence (P35462 whole entry, looked up): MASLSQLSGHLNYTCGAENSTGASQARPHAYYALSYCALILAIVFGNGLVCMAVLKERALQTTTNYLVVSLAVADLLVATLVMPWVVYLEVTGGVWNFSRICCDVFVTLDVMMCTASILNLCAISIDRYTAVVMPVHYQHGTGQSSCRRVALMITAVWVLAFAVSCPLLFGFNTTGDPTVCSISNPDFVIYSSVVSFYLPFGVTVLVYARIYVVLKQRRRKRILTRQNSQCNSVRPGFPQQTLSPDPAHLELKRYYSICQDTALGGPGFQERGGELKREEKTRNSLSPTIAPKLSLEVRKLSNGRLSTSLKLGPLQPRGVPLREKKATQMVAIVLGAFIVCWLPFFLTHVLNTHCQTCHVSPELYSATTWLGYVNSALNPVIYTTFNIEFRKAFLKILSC
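Cells at 1500/well, incubated overnight, then treated with pinned compounds (dopamine as control) for 90 min at 37 degrees C. DiscoveRx reagent added for 30 - 60 minutes at room temperature; luminescence read.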
aSyn yeast inh – alpha-synuclein toxicity inhibition in yeast | Yeast expressing alpha-synuclein, growth rescue, BacTiter-Glo, 24 h | Potency, µM (titrated, usually from 46.1 µM), without a hit: top-dose growth rescue (activation), most hits filed as activators | 370,000 compounds, 0.14% hits; further: potency means the concentration at half of the fitted maximal effect; % of control where 0% means no effect; nearly all actives have a fitted effect of over 65% in size
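Screening used galactose-induced yeast with toxic alpha-synuclein levels, exposed to compound for 24 hr at 30 deg C. Cell growth, read with BacTiter-Glo luminescence, gave the measured signal.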
KB-V1 cytotox – KB-V1 MDR subline cytotoxicity. KB-V1 MDR cells viability, CellTiter-Glo, 72 h. Potency, µM (doses to about 46.1 µM), for inactives: at the top dose activity change, negative = cytotoxicity, usual class: cytotoxic. 400,000 compounds, 3.4% hits; further: potency means the concentration at half of the fitted maximal effect; on the % scale 0 is the no-effect control and ±100 the full control effect; nearly all actives have a fitted effect of over 60% in size
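Potencies derive from concentration-effect curves fitted to normalized luminescence (CellTiter-Glo) of KB-V1 cells treated for 72 h at 37 degrees C in phenol-red-free DMEM containing 10% FBS.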
TDP-43 yeast inh – rescues yeast growth from TDP-43 toxicity; AID 652104; Potency, µM (doses to about 46.1 µM), without a hit: top-dose growth rescue (activation), usual class: activators; TDP-43 expressing yeast growth rescue, BacTiter-Glo, 24 h; 410,000 compounds, 1.8% hits; further: potency means the concentration at half of the fitted maximal effect; % of control where 0% means no effect; nearly all actives have a fitted effect of over 50% in size
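Yeast expressing TDP-43 (pregrown in raffinose, seeded at OD600=0.02 in galactose medium) exposed to compounds 24 hr at 30 deg C. Growth read by BacTiter-Glo luminescence; rescue of toxicity appears as increased signal.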
DRD3 antagonist – D3 dopamine receptor (human) antagonism. D3R cells, DiscoveRx beta-arrestin luminescence, antagonist mode; active compounds read low. 360,000 compounds, 2.5% hits. max response, negative = inhibition, %. P35462. AID 652054; in the data active means max response below about -50%; inconclusive means no clear call, values can overlap the other calls; further: on the % scale 0 is the no-effect control and ±100 the full control effect; mostly tested at two doses, the higher about 12 µM
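Cells expressing the human receptor were seeded at 1500 cells/well, incubated overnight at 37 degrees C in 5% CO2, then exposed to library compounds with dopamine controls for 90 minutes at 37 degrees C before luminescent detection.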
GLP1R inv ag – inverse agonists of human GLP-1 receptor; HEK293 GLP-1R CRE-luciferase, luminescence, 24 h; GLP-1R form is constitutively active; Potency, µM (top dose mostly 38.3 µM), without a hit: at the top dose activity change, negative = inhibition, most hits filed as inhibitors; 410,000 compounds, 1.6% hits; AID 624417; further: potency means the concentration at half of the fitted maximal effect; on the % scale 0 is the no-effect control and ±100 the full control effect; nearly all actives have a fitted effect of over 55% in size
Target sequence (P43220 whole entry, looked up): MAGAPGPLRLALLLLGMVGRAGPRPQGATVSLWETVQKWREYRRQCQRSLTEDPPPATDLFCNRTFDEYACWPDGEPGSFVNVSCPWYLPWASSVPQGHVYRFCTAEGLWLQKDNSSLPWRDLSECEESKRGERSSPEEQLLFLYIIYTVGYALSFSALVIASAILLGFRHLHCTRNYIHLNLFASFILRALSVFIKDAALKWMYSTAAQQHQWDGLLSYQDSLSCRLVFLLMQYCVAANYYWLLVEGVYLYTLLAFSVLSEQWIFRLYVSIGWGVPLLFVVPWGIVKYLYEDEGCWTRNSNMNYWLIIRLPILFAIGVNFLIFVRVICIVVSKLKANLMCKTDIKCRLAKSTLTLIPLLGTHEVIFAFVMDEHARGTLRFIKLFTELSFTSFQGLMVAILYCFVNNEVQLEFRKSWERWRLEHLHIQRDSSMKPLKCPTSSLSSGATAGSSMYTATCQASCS
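Cells are plated, allowed 12 hours at 37 deg C, then treated with compounds for 24 hr before luciferase detection reagent is added and luminescence is read after 12 min at room temperature. The HEK293 line carries constitutively active GLP-1R with a cAMP-responsive reporter.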
GLP-1R agonist – GLP-1 receptor (human) agonism. P43220. HEK293 GLP-1R CRE-luciferase, luminescence, 4-6 h; cells express a hypersensitive GLP-1R form. Potency, µM (top dose mostly 45.6 µM), without a hit: at the highest dose activation, hits mostly activators. 380,000 compounds, 0.007% hits. AID 624172; further: potency means the concentration at half of the fitted maximal effect; % of control where 0% means no effect
An asterisk follows results filed as active; i = inactive; ? = inconclusive; · = not tested or not shown; [ ] = dose if it differs, or a comment. Unless noted, the call rests on the fitted dose curve; in most records, active means well fitted curve in the direction sought with a large enough effect; inconclusive means small, poorly fitted or top-dose-only effect, or another doubt; inactive means no such curve, though single readings can be large; an effect the other way counts as inactive or inconclusive. A portion of the library. The share of hits here may be higher or lower than overall.

SMILES | PTHR1 ag | HEK293 tox | DRD3 agonist | aSyn yeast inh | KB-V1 cytotox | TDP-43 yeast inh | DRD3 antagonist | GLP1R inv ag | GLP-1R agonist
COc1ccccc1CNC(=O)CCn1c(=O)c2ccccc2n(CC(=O)Nc2ccc(C)cc2C)c1=O | -1% | 2% | 2 | · | 28% | 20% | · | -18% | -4%
Cc1ccn2cc(-c3cccc(NC(=O)c4cccs4)c3)nc2c1 | -26% | ? | -8 | 2% | ? | 1%[9.22 µM] | 1 | ? | 14%
Cc1cccc(OCc2nc(-c3nonc3N)no2)c1C | -8%[57.5 µM] | 4% | 0 | 0% | -22% | -3% | -21 | 0% | 14%
Cc1nnc(N2CCN(c3cccc(Cl)c3)CC2)c2c1nnn2Cc1ccc(F)cc1 | i | -4% | 0 | · | 22% | 8% | · | 16% | ·
N#Cc1cc(N)ccc1-n1cccc1 | i | 0% | 4 | 2% | 8% | 9% | 17 | -2% | 3%
Cc1ccc(N2C(SCC(=O)O)=NC(=Nc3cccc(C)c3)C23CCCC3)cc1 | i | 2% | -9 | 7% | -10% | -7% | 7 | -8% | 0%
O=C(CCNC(=O)c1ccc(Cl)cc1)NCc1ccco1 | i | -19% | -10 | -1% | 8% | 4% | -7 | 1% | -1%
CC(=O)c1cc2c(cc1NC(=O)c1cccc(S(=O)(=O)N3CCN(C)CC3)c1)OCO2 | i | 13% | 1 | 10% | 0% | -2% | 16 | 8% | -5%
Nc1ccc(-c2cnc3ccccc3n2)cc1 | -15% | ? | 20 | 3% | -8% | 17% | -1 | ? | 2%
CCOc1ccc(NC(=O)Cn2c(=O)nc(-c3ccccc3)c3ccccc32)cc1 | i | -11% | 5 | · | · | 22% | · | 8% | ·
CCn1c(C)nc2cc(C(=O)N/N=C/c3cccc(O)c3O)ccc21 | -22% | -3% | 15 | 0% | -8% | 13% | 12 | ? | 16%
O=S(=O)(NC1=NCCC1)c1cccs1 | -20%[57.5 µM] | -17% | -3 | -6% | 5% | 9% | 17 | 4% | -2%
O=C(CSC(=S)N1CCCC1)N1CCN(S(=O)(=O)c2ccccc2F)CC1 | -40%[inhibitor] | 0% | -3 | 22% | -15% | ? | 1 | -16% | -6%
Nn1c(SCc2nc3ccccc3[nH]2)nnc1C1CCCCC1 | i | 1% | -1 | -3% | 1% | -3% | ? | -5% | -7%
O=C1N/C(=N\N=C\c2ccco2)SC1Cc1ccccc1[N+](=O)[O-] (stereo not given) | -16% | 4µM* | 0 | -6% | ? | 0% | -7 | 7.1µM* | -6%
COC(=O)c1cc(Br)c(=O)n(-c2cc(C)on2)c1 | i | -3% | 0 | 1% | -9% | -4% | 1 | 12% | 2%
CCC(Sc1nc2ccsc2c(=O)n1Cc1ccc(C(=O)O)cc1)C(=O)Nc1ccc(C)c(Cl)c1 (stereo not given) | -13% | -60% | -6 | 25% | 20% | 14% | 11 | ? | 4%
COc1cccc(/C=N/Nc2ncnc3c2ncn3Cc2ccccc2)c1O | -55%[inhibitor] | 30% | 27 | -5% | 0.52µM* | 7% | 6 | 9% | 4%
O=Cc1c(SCCO)nc2ccccn2c1=O | 13% | 4% | -4 | 2% | 25% | -5% | 10 | 34%[activator] | 2%
Cc1nc2ccn(Cc3cccs3)c(=O)c2cc1C(=O)NCc1ccc(Br)cc1 | -46%[inhibitor] | ? | -5 | · | · | -9% | · | ? | ·
O=C1CNC(=S)N1CCOc1ccccc1 | i | 10% | 7 | 4% | 1% | 23% | 0 | 14% | 7%
COCC1CCCN(Cc2cn(-c3ccccc3)nc2-c2ccc3c(c2)OCO3)C1 (stereo not given) | -11% | · | -33 | -2% | 0% | -2% | 0 | -22% | 15%
COC(=O)c1cccc(C(=O)Nc2ccc(C)cc2Br)n1 | i | 16% | 8 | -2% | 15µM* | ? | 6 | 57%[activator] | 4%
Cc1ccc(S(=O)(=O)N2CCC(C(=O)OCC(=O)N(C)Cc3ccccc3)CC2)cc1C | -77%[inhibitor] | -11% | -1 | 3% | ? | -15% | 0 | ? | 10%
CC(=C/c1ccccc1)/C=N/NC(=O)c1cccs1 | -14% | -3% | 7 | 5% | ? | 7% | 0 | -4% | 14%
CC(C)(C)C1=NN=C2c3ccccc3C(=O)C21 (stereo not given) | -24% | -17% | 6 | -15% | 7% | 16µM* | 9 | 4% | 25%
CCOc1ccc(S(=O)(=O)NCc2cccs2)cc1C(C)C | i | 7% | -10 | 29% | -27% | 15% | -4 | ? | 19%
Cc1ccc(S(=O)(=O)N(CC2CO2)c2cccc([N+](=O)[O-])c2)cc1 (stereo not given) | i | 0% | 5 | -6% | -12% | -13% | -5 | ? | 8%
COC(=O)c1cn(CC(=O)N2CCCCCC2)c2ccccc12 | i | -8% | -2 | -2% | -4% | 4% | -9 | -9% | -2%
Cc1ccc(S(=O)(=O)CCC(=O)NCc2ccccc2F)cc1 | -23% | -1% | 6 | 3% | -2% | 0% | -7 | 3% | -17%
COc1ccccc1-c1cn(-c2ccccc2)c(=S)[nH]1 | -45%[inhibitor] | -12% | -1 | 2% | ? | -2% | 13 | ? | -5%
COC(=O)c1ccccc1NC(=O)Nc1cc(C)cc(C)n1 | 0%[57.5 µM] | -7% | 22 | 2% | 0% | -19% | 6 | -1% | -9%
CC1CN(C(=S)SCC(=O)c2ccc([N+](=O)[O-])cc2)CC(C)O1 (stereo not given) | -23% | ? | 5 | 0% | -23% | 30% | 3 | ? | 15%
O=C(OCc1ccccc1)N1CCC2CC1c1cc(N3CCN(S(=O)(=O)c4cccc(C(F)(F)F)c4)CC3)ccc12 (stereo not given) | -11% | 22% | 1 | 4% | -15% | 0% | 13 | 4% | 2%
Cc1cc(-c2ccc(C)c(S(=O)(=O)N(C(C)C)C3CCCCC3)c2)on1 | -14% | -2% | -3 | · | · | 10% | · | 3% | ·
COCc1ccc(-c2c(-c3cc(OC)cc(OC)c3)oc(=O)c3cc(OC)c(OC)cc23)cc1 | -4% | -1% | 21 | 13% | -5% | 7% | 46 | -27% | 9%
COc1ccc(CNC(=O)C2CCN(S(=O)(=O)c3ccc(SC)cc3)CC2)cc1 | -17% | -3% | 3 | -1% | ? | 26% | 13 | 7% | 0%
O=C(O)c1cc([N+](=O)[O-])ccc1NCc1cccnc1 | i | 0% | 1 | -7% | 12% | 7% | 0 | 6% | 1%
Cc1cc(C(F)(F)F)n2nc(-c3cccs3)cc2n1 | i | -16% | 1 | 6% | -30% | 7% | 15 | -5% | 8%
COCc1c(C(=O)N/N=C/c2cccc3ccccc23)nnn1-c1nonc1N | -2% | -3% | 1 | -1% | ? | 21% | 13 | -1% | -1%
NC(=S)Nc1cccc(-c2n[nH]c(=S)o2)c1 | i | 0% | -5 | -3% | 1% | -29% | -25 | -1% | 0%
CCCN(CC(=O)Nc1ccccc1C)C(=O)C1CCN(S(=O)(=O)c2cccc(C(F)(F)F)c2)CC1 | -12% | -1% | -3 | -3% | -21% | 9% | 4 | -17% | -1%
C=CCNc1nc(-c2ccc(Cl)cc2)cs1 | i | -19% | 4 | -13% | 0% | 11µM* | 16 | ? | -2%
O=C(COc1ccccc1)NCC(=O)N/N=C/c1ccc(Cl)cc1 | i | -9% | -1 | -2% | 0% | -3% | -7 | ? | -3%
CCN1C(=O)N(C)[C@@H](c2ccccc2)C(C(C)=O)=C1C | i | 1% | 1 | -8% | 31% | 7% | 20 | -8% | -5%
C=CCN(c1ccccc1C(=O)O)S(=O)(=O)c1ccc(NC(=O)OC)cc1 | -5% | -5% | 17 | -8% | 21% | 4% | 17 | 8% | 1%
COc1ccc(OC)c(/C=N/NC(=O)CNC(=O)c2ccc(S(=O)(=O)N3CCCC3)cc2)c1 | -24% | -1% | -8 | -5% | 17% | -16%[9.22 µM] | 0 | -8% | 4%
Cn1cc(CNC(=O)c2ccc3nc(Cc4ccccc4F)oc3c2)cn1 | i | 8% | 0 | -4% | · | 24% | 13 | 9% | 9%
Cc1ccc(-n2c(SCC(=O)NCc3ccc4c(c3)OCO4)nnc2-c2cccnc2)c(C)c1 | i | -7% | 0 | -12% | -3% | 25% | 2 | -7% | 1%
CCC(C(=O)Nc1ccc(S(=O)(=O)Nc2ncccn2)cc1)c1ccccc1 (stereo not given) | -43% | 4% | -8 | -3% | ? | 4% | -9 | 7% | -4%
(listing goes on)
SMILES | PTHR1 ag | HEK293 tox | DRD3 agonist | aSyn yeast inh | KB-V1 cytotox | TDP-43 yeast inh | DRD3 antagonist | GLP1R inv ag | GLP-1R agonist
CCOc1ccc(NS(=O)(=O)c2ccc(OC)c(C)c2)cc1 | -24%[57.5 µM] | -25% | -8 | 5% | -25% | -9% | -14 | -18% | 5%
S=c1nccc(-c2ccc(Cl)cc2)[nH]1 | -10% | 4% | -11 | -20% | 1% | ? | -9 | 5% | 1%
COc1cc(NS(=O)(=O)c2ccc(NC(=O)/C=C/c3ccc([N+](=O)[O-])cc3)cc2)ncn1 | -13% | -23% | 1 | -2% | 13% | 11% | 5 | -14% | -10%
CN(c1ccccc1C(=O)Nc1ccc2ccccc2c1)S(C)(=O)=O | i | 0% | 5 | 7% | -3% | 13% | 10 | 1% | -3%
COc1ccccc1NC(=O)C1CCN(C(=O)c2ccc(C(C)(C)C)cc2)CC1 | -53%[inhibitor] | 0% | -3 | 8% | -9% | 15% | -52* | ? | 8%
Cc1nc(N/N=C/c2ccc(Br)cc2)cc(N2CCOCC2)n1 | 4% | 10% | 2 | 4% | -27% | ? | 21 | ? | 0%
